Source: PubChem
CD40 NFkB inh: CD40 pathway inhibition in BL2 cells | BL2 NF-kB luciferase reporter, CD40L-induced, 4 h | inhibition, % at 10 µM | 83,000 tested, 0.94% active;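 active = mean inhibition of at least 50% with a set share of replicates also reaching that level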;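 also: 0% = neutral control wells and 100% = IKK inhibitor VII at 50 µM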
Active calls of the source: *; [ ] = remark or other dose.

SMILES	CD40 NFkB inh
COc1ccc(NC(=O)CN(C)C(=O)CCCN2C(=O)c3cccc4cccc(c34)C2=O)cc1	-11.1
COC(=O)c1c(C)nc2nonc2c1N	5.5
CCCCn1c(NC(C)CC)nc2c1c(=O)[nH]c(=O)n2C (stereo not drawn)	-0.4
COc1cccc(S(=O)(=O)N2C[C@H](O)COC[C@@H]3O[C@H](CC(=O)N4CCN(c5ccccc5)CC4)CC[C@H]32)c1	7.9[25 µM]
CCCCCOc1ccc(C(=O)CCC(=O)NC(C)c2ccc(S(N)(=O)=O)cc2)cc1 (stereo not drawn)	1.6
Cc1ccc(NCc2ccc(Cl)nc2)c(NCc2ccc(Cl)nc2)c1	-41.5
Cc1ccc(OCCC(=O)OC(C)C(=O)Nc2c(C)n(C)n(-c3ccccc3)c2=O)cc1 (stereo not drawn)	8.6
COc1ccccc1NC(=O)N1CCCCN2[C@@H](CO)[C@@H](c3ccc(-c4ccc(C)cc4)cc3)[C@@H]2C1	26.5
CCS(=O)(=O)Nc1ccc2c(c1)OCO2	0.7
O=C(Nc1c(F)cc(F)cc1Br)c1cc(S(=O)(=O)N2CCN(c3ccccn3)CC2)ccc1F	15.3
CNc1cnc(-c2cc(OC)c(OC)c(OC)c2)cn1	-5.1
O=C(NCc1ccco1)c1ccccc1NS(=O)(=O)c1ccc2c(c1)OCCO2	6.9
O=C(Nc1cccc2nsnc12)c1ccc(-c2cccc(Cl)c2)o1	-23.3
O=C(O)C[C@@H]1C=C[C@H](NC(=O)Nc2cc(F)ccc2F)[C@H](CO)O1	-6.9[25 µM]
CC(OC(=O)CN1C(=O)NC2(CCCC2)C1=O)C(=O)c1ccc(C(C)(C)C)cc1 (stereo not drawn)	-22.4
O=C(c1ccccc1-c1ccccc1)N1CCN(c2ccccn2)CC1	2.4
Cn1c(=O)n(Cc2ccccc2)c(=O)c2c1nc1n2CCS1	5.2
COc1ccc(C#Cc2ccc3c(c2)O[C@@H](CN(C)C(=O)CN2CCOCC2)[C@@H](C)CN([C@H](C)CO)S3(=O)=O)cc1	-10.0[25 µM]
Cc1occc1C(=O)NCCCc1ccccc1	-18.0
CN1C(=O)c2cc(NC(=O)c3cnccn3)ccc2OC[C@@H]2O[C@@H](CC(=O)N[C@@H]3CCN(Cc4ccccc4)C3)CC[C@H]21	-17.8[25 µM]
Clc1ccc(-c2nc3sccn3c2/C=N/OCc2ccc(Cl)c(Cl)c2)cc1	-13.0[25 µM]
O=C(c1ccc(Cl)c(Cl)c1)N1CCC(O)(CN2CCOCC2)CC1	6.2
O=C(C1CCOCC1)N1CC(=O)N2[C@H](CO)[C@@H](c3ccc(/C=C/c4ccccc4)cc3)[C@@H]2C1	-9.9[25 µM]
O=C(Cn1nnc(-c2ccccc2F)n1)NCc1ccco1	-21.8
CCOC(=O)N1C(=O)NC(=O)C1c1ccc(Cl)cc1 (stereo not drawn)	2.2
COc1ccc(-n2ncc3c2CC(C)(C)CC3NC(=O)c2ccnn2C)cc1 (stereo not drawn)	-6.5
C[C@H](NC(=O)[C@H]1[C@H](CO)[C@H]2Cn3c(cccc3=O)[C@H]2N1Cc1cccnc1)c1ccccc1	3.0[25 µM]
CC(C)N(C(=S)Nc1ccc(S(=O)(=O)N2CCOCC2)cc1)c1ccccc1	0.8
CCn1ccc(C(=O)NCCCN2CCCC2=O)n1	-7.9
O=C(NC1CCC(C(=O)O)CC1)OCc1ccccc1 (stereo not drawn)	4.9
CCOc1ccc(S(=O)(=O)NCCCN2CCCC2=O)cc1	10.4
O=C(Nc1cccc(S(=O)(=O)N2CCCCC2)c1)C1CCC1	6.2
CN1C(=O)c2cc(NC(=O)c3ccc(C(F)(F)F)cc3)ccc2OC[C@H]2O[C@H](CC(=O)NCc3ccc4c(c3)OCO4)CC[C@H]21	13.2[25 µM]
O=C(NCc1ccncc1)Nc1cccc([N+](=O)[O-])c1	-1.7
CCC(=O)N1[C@H](CO)[C@H](c2ccc(C3=CCCC3)cc2)[C@H]1CNC(=O)CN(C)C	3.1
COc1ccc(-n2ncc(C(C)NS(=O)(=O)c3cc(C)sc3C)c2C)cc1 (stereo not drawn)	3.8
CC(=O)N1C[C@@H]2N[C@H](C1)C2c1ccc(-c2ccccc2)cc1 (stereo partly drawn)	-8.6[25 µM]
CCc1c(C)c(C#N)c2nc3ccccc3n2c1NCCCN(C)C	-14.5
CC1(C(=O)O)CCC(C(=O)NC2CCCCCC2)C1(C)C (stereo not drawn)	2.0
Cc1ccc(S(=O)(=O)NC(CC(=O)OCc2ccccc2)C(=O)OCc2ccccc2)cc1 (stereo not drawn)	-3.7
CCC(=O)N1Cc2cc(C(=O)NCCOC)nc(-c3cccc(-c4ccc(C#N)cc4)c3)c2[C@H]1CCO	-12.1[25 µM]
CC(=O)N1[C@H](CN(CC(C)C)C(=O)c2ccccn2)[C@H](c2ccccc2)[C@@H]1CO	-1.7[25 µM]
CCCN1[C@@H]2c3ccc(C4=CCCC4)c(=O)n3C[C@H]1[C@H](CO)[C@H]2C(=O)N(C)C	3.2[25 µM]
Cc1cc(C)nc(NS(=O)(=O)c2ccc(NC(=O)c3cccs3)cc2)n1	3.7
CC(C)n1nnnc1-c1cc(Cl)cc(Cl)c1	2.6
CC(C)c1ccc(NC(=O)C2C3C=CC(CC3)C2C(=O)O)cc1 (stereo not drawn)	2.8
COc1ccc(NC(=O)C2CCN(C(=O)Nc3ccccc3)CC2)cc1S(=O)(=O)N(C)C	-5.8
COc1ccc(S(=O)(=O)N(C)C[C@H]2Oc3ccc(NC(=O)CCN4CCOCC4)cc3CC(=O)N([C@@H](C)CO)C[C@H]2C)cc1	-21.7[25 µM]
Cc1cc(C(=O)C(C)OC(=O)c2cnccn2)c(C)n1-c1ccccc1 (stereo not drawn)	-29.1
CN(C(=O)C1CCN(S(=O)(=O)c2cccc3nonc23)CC1)C1CCCCC1	-4.5
O=C(c1ccccc1F)N1C[C@H]2[C@@H](c3ccccc31)[C@@H](CO)N2Cc1ccc2c(c1)OCO2	5.4[25 µM]
Cc1cccc(NC(=O)CNC(=O)Cc2ccc3c(c2)OCCO3)c1C	-9.0
CCn1c(SC)nc2cc(S(=O)(=O)N3CCCCC3)ccc21	3.9
CCSc1ncnc2sc(C)c(C)c12	11.6
Cc1ccc(-c2nn(CCC(=O)Nc3cccnc3)c(=O)c3ccccc23)cc1	11.8
O=C(COC(=O)CC(c1ccccc1)c1ccccc1)NCc1ccccc1	22.1
O=C(Nc1ccnc(-c2ccncc2)n1)C1CC1	7.1
O=C(NCc1cccnc1)c1ccc(NS(=O)(=O)c2ccccc2)cc1	-8.7
CC(C)CN1CCN(Cc2ccc3ncccc3c2)CC1CCO (stereo not drawn)	-9.3
O=C(O)c1cc(-c2ccccc2)c(N2CCOCC2)s1	7.7

Some of these compounds in order of number of heavy atoms, smallest number first:
SMILES	CD40 NFkB inh
CCSc1ncnc2sc(C)c(C)c12	11.6
CC(C)n1nnnc1-c1cc(Cl)cc(Cl)c1	2.6
O=C(Nc1ccnc(-c2ccncc2)n1)C1CC1	7.1
O=C(O)c1cc(-c2ccccc2)c(N2CCOCC2)s1	7.7
CCn1c(SC)nc2cc(S(=O)(=O)N3CCCCC3)ccc21	3.9
CC(C)c1ccc(NC(=O)C2C3C=CC(CC3)C2C(=O)O)cc1 (stereo not drawn)	2.8
CC(C)CN1CCN(Cc2ccc3ncccc3c2)CC1CCO (stereo not drawn)	-9.3
Cc1cc(C(=O)C(C)OC(=O)c2cnccn2)c(C)n1-c1ccccc1 (stereo not drawn)	-29.1
CCCN1[C@@H]2c3ccc(C4=CCCC4)c(=O)n3C[C@H]1[C@H](CO)[C@H]2C(=O)N(C)C	3.2[25 µM]
CC(=O)N1[C@H](CN(CC(C)C)C(=O)c2ccccn2)[C@H](c2ccccc2)[C@@H]1CO	-1.7[25 µM]
COc1ccc(NC(=O)C2CCN(C(=O)Nc3ccccc3)CC2)cc1S(=O)(=O)N(C)C	-5.8
O=C(c1ccccc1F)N1C[C@H]2[C@@H](c3ccccc31)[C@@H](CO)N2Cc1ccc2c(c1)OCO2	5.4[25 µM]
CCC(=O)N1Cc2cc(C(=O)NCCOC)nc(-c3cccc(-c4ccc(C#N)cc4)c3)c2[C@H]1CCO	-12.1[25 µM]
COc1ccc(S(=O)(=O)N(C)C[C@H]2Oc3ccc(NC(=O)CCN4CCOCC4)cc3CC(=O)N([C@@H](C)CO)C[C@H]2C)cc1	-21.7[25 µM]

Continuation.
SMILES	CD40 NFkB inh
COc1cccc(C(=O)C2CCCN(Cc3cccn3-c3cccnc3)C2)c1 (stereo not drawn)	-0.5
O=C(Nc1c2c(nn1-c1ccccc1)CS(=O)(=O)C2)C1CC1	16.9
CCN(CC)Cc1c(C)[nH]c2ccc(NC(C)=O)cc2c1=O	1.6
COc1ccc2c3c([nH]c2c1)[C@@H](CO)NCC31CCN(C(=O)c2ccccc2)CC1	1.6[25 µM]
O=C(C1CC1)N(CCN(Cc1ccccc1)C(=O)C1CC1)Cc1ccccc1	10.6
Fc1ccc(F)c(CN2CCN(c3ncccn3)CC2)c1	-0.8
O=C(CN1CCOCC1)N1CCCCN2[C@@H](CO)[C@H](c3ccc(/C=C/c4ccccc4)cc3)[C@@H]2C1	-7.9[25 µM]
N#C[C@@H]1[C@H](c2ccccc2-c2ccc(F)cc2)[C@@H](CO)N1c1ncc(-c2ccccc2)s1	25.4[25 µM]
CN(CC(=O)Nc1ccc(F)cc1)C(=O)Cn1cnc2ccc(Cl)cc2c1=O	8.4
O=C(Cc1ccccn1)N1CC2(C1)[C@@H](c1ccccc1)[C@@H](CO)N2C(=O)c1ccncc1	-9.4[25 µM]
O=C(CCl)N=c1sccn1Cc1ccc(Cl)cc1Cl	88.9*
COc1ccc2[nH]cc(S(=O)(=O)c3ccc(C(C)C)cc3)c(=O)c2c1	6.0
COc1ccc(NC(=O)CN(C)CC(=O)Nc2sc3c(c2C(N)=O)CCC3)cc1	-6.6
Cc1cc(C(=O)COc2cccc([N+](=O)[O-])c2)c(C)n1C1CC1	-87.6
Cc1nn(Cc2ccccc2)c(C)c1NC(=O)c1cccs1	-4.9
Cc1nc2ccc(C(=O)O)cc2[nH]1	15.7
NNC(=O)CCc1c[nH]c2ccccc12	9.0
CCC1Oc2ccc(C)cc2N(CC(=O)NCC2COc3ccccc3O2)C1=O (stereo not drawn)	4.2
C[C@H](CO)N1C[C@H](C)[C@H](CN(C)S(=O)(=O)c2cccc(C#N)c2)OCc2cn(nn2)CCCC1=O	-3.9[25 µM]
CCNc1nc(NCC)n2c(SCC(=O)Nc3ccc(C)cc3Br)nnc2n1	4.0
O=C(O)c1ccc(-n2nc(C(F)(F)F)c3c2CCCC3)cc1	-3.0
CCOC(=O)CNC(=O)N1CCCC(C(=O)c2ccc3c(c2)OCO3)C1 (stereo not drawn)	5.0
CC(O)CNc1ncnc2cc(-c3ccc(F)cc3)sc12 (stereo not drawn)	-89.0
CCCC(C)C(=O)Nc1ccc2c(c1)OCCO2 (stereo not drawn)	28.3
O=C(c1ccccc1NS(=O)(=O)c1cccs1)N1CCOCC1	2.4
c1ccc(Cn2ncc3c(Nc4ccccc4)ncnc32)cc1	15.7
Cn1c(NCCCN2CCOCC2)nc2c1c(=O)n(Cc1ccc(Cl)cc1)c(=O)n2C	5.4
CS(=O)(=O)N(CC(=O)Nc1ccc2c(c1)OCO2)c1ccc2c(c1)OCO2	-7.2
Cc1onc(-c2ccccc2)c1C(=O)OCC(=O)c1ccc(F)cc1	-0.5
N#C[C@@H]1[C@@H](c2ccccc2C2=CCCCC2)[C@@H](CO)N1C(=O)Cc1ccncc1	23.7[25 µM]
CC1(C)CC(CC(=O)O)(c2ccc(Cl)cc2)CCO1 (stereo not drawn)	8.0
Cn1c(C(=O)N2CCOCC2)cnc1Sc1ncc(C(F)(F)F)cc1Cl	3.8
N#CC(C(=O)OC1CCCCC1)c1nc2ccccc2nc1N1CCCCC1 (stereo not drawn)	11.8
COc1ccc(-c2ccc([C@H]3[C@H]4CN(C(=O)c5ccc(F)cc5)CCCCN4[C@H]3CO)cc2)cc1	32.8[25 µM]
COCC(=O)N1[C@H](CO)[C@H](c2ccccc2-c2ccc(C)cc2)[C@@H]1C#N	7.6[25 µM]
C[C@H]1CN([C@@H](C)CO)C(=O)Cc2cc(NC(=O)Cn3cnnn3)ccc2O[C@@H]1CN(C)Cc1ccc(Oc2ccccc2)cc1	-6.0[25 µM]
CC(=O)Nc1ccc2c(c1)CC(=O)N(C)C[C@H](C)[C@H](CN(C)C(=O)OC(C)(C)C)O2	5.5
CCC(C)NC(=O)C1CCN(S(=O)(=O)CC)CC1 (stereo not drawn)	-9.0
CN(C)CCN[C@H]1CCC2C3CC=C4C[C@@H](O)CC[C@]4(C)C3CC[C@@]21C (stereo partly drawn)	2.8
C[C@H]1CN([C@@H](C)CO)C(=O)CCCn2nncc2CO[C@@H]1CN(C)S(=O)(=O)c1ccc(Oc2ccccc2)nc1	4.8[25 µM]
FC(F)(F)c1cccc(-c2ccc(-c3csnn3)o2)c1	-50.4
COc1ccc(CN2CCCCC2C(=O)Nc2ccc(OC)c(OCC(C)C)c2)cc1OC (stereo not drawn)	2.8
Cc1ccc(/C=N/NC(=O)c2ccco2)s1	-72.6
CC(C)[C@H](NC(=O)[C@@H]1CSC2c3ccccc3C(=O)N21)C(=O)NCc1ccco1 (stereo partly drawn)	6.0
COc1ccc(C(=O)NCc2csc(C)n2)cc1OC1CCN(C(C)=O)CC1	9.0
CCn1c(COc2cccc3cccnc23)nnc1SC(F)F	4.4
Cn1cnc([N+](=O)[O-])c1Oc1ccc2ccccc2c1	30.2
COc1ccc(S(=O)(=O)NCc2ccncc2)cc1NC(=O)c1ccccc1	15.8
O=C(C[C@H]1C[C@@H]2c3cc(NC(=O)c4ccc5c(c4)OCO5)ccc3O[C@@H]2[C@@H](CO)O1)NCC(F)(F)F	-4.6[25 µM]
CSCCC(NC(=O)COc1ccccc1)C(=O)N(C)Cc1ccc(SC)cc1 (stereo not drawn)	-1.8
CN1CC(C(=O)Nc2ccc(F)c(Cl)c2)CC1=O (stereo not drawn)	5.7
C=CCn1c(SCC(=O)NCC2CCCO2)nnc1-c1ccncc1 (stereo not drawn)	1.6
CCOC(=O)C1CCCN(C(=O)c2ccc(CS(=O)(=O)Cc3ccccc3C)o2)C1 (stereo not drawn)	-3.0
CC(C)NC(=O)N[C@H]1CC[C@H](CC(=O)NCCCN(C)C)O[C@H]1CO	-4.0[25 µM]
Oc1ccc(F)c2cccnc12	5.2

Not all compounds are listed (hit frequency here may not be typical).
